Compound activity from PubChem BioAssay.
CHT allo act: allosteric activators of human choline transporter CHT | CHT-expressing cells, membrane potential dye, choline EC20; stronger effect = higher value; LV-AA mutant CHT in HEK293 cells | 310,000 tested, 0.49% active | B-score at 10 µM | AID 488977 | Q9GZV3;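 active means initial fluorescence not abnormally high and integrated response B-score, plate-corrected, over 3 SD above library mean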
Target sequence (Q9GZV3 whole entry, looked up): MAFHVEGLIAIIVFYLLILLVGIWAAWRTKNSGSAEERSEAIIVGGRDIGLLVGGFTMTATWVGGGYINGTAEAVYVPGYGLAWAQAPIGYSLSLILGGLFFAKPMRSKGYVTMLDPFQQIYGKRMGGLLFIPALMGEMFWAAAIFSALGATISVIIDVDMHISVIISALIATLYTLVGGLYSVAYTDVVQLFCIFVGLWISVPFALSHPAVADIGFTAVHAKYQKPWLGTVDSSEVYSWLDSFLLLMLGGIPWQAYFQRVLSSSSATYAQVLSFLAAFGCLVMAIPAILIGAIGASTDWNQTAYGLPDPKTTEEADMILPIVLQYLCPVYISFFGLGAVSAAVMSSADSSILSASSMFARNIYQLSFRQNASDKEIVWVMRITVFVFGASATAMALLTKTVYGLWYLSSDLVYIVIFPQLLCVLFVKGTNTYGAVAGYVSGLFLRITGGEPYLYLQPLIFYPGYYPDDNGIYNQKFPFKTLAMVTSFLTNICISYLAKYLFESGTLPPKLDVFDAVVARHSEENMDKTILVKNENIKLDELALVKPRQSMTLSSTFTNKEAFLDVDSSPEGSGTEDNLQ
OX1R antag-1: antagonists of human orexin 1 receptor (OX1R). O43613. OX1R-expressing cells, FRET antagonist read-out. inhibition, % at 6.6 µM. 330,000 tested, 1.8% active. AID 485270; in the data active means inhibition mostly above about 38%, no sharp cut-off; inactive means mostly below about 40%;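 further: 0% = agonist challenge alone and 100% = reference antagonist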
Target sequence (O43613 whole entry, looked up): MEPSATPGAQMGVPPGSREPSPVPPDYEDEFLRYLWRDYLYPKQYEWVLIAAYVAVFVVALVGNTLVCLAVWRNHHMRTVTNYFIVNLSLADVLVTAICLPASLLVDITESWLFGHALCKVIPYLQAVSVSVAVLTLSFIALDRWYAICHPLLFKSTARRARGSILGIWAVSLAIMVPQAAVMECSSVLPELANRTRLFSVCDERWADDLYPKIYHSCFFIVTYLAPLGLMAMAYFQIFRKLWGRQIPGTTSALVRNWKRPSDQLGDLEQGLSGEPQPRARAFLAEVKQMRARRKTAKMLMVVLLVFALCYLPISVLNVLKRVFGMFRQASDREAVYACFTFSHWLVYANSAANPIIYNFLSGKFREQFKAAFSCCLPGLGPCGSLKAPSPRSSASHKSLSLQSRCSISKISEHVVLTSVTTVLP
OX1R antag-2: antagonists of human orexin 1 receptor; O43613; CHO/OX1R cells, Fluo-8 calcium fluorescence, orexin A; inhibition, % at 5 µM; 330,000 tested, 0.43% active; AID 434989;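 active means inhibition above its plate's threshold, mean inhibition of all tested compounds on the plate plus 3 SD, cut at about 37% in these data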;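 further: 0% = orexin A challenge wells and 100% = SB-334867-A antagonist wells; not every result past the cut was called active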
Starred values were filed as active, the others as inactive; i = inactive; nt = no result given.

The first two compounds, ahead of the listing:
SMILES	CHT allo act	OX1R antag-1	OX1R antag-2
O=C(Nc1ccc(N2CCOCC2)cc1)c1cccnc1	i	-1	-12
O=C(O)c1ccc(N/N=C/c2ccc3ncccc3c2)cc1	i	32	7

This part in full, repeating the preview:
SMILES	CHT allo act	OX1R antag-1	OX1R antag-2
O=C(Nc1ccc(N2CCOCC2)cc1)c1cccnc1	i	-1	-12
O=C(O)c1ccc(N/N=C/c2ccc3ncccc3c2)cc1	i	32	7
O=C(/C=C/c1ccccc1)NC(=S)NNC(=O)c1ccco1	i	23	4
O=C(C1=C(O)C(=O)N(CCCn2ccnc2)C1c1cccc(Br)c1)c1ccco1 (centres undefined)	i	24	-16
O=C(OC(C(=O)NCC1CCCO1)c1ccc(F)cc1)c1cccs1 (centres undefined)	i	5	13
Cc1ccc(CN2CCN(CC(=O)N/N=C/c3ccc(C)o3)CC2)cc1	i	3	-28
O=C1CC(N2CCN(c3ccccc3Cl)CC2)C(=O)N1c1cccc(F)c1 (centres undefined)	i	30	-19
CCOC(=O)CSc1ccc(C(=O)NCCCN2CCOCC2)cc1[N+](=O)[O-]	i	22	-12
C=CCn1cccc(C(=O)Nc2ccc(OCC)cc2)c1=O	i	10	-3
CCN(CC)CCN(C(=O)c1cccc(N2C(=O)CCC2=O)c1)c1nc2cc3c(cc2s1)OCO3	i	24	-4
Cc1ccc([N+](=O)[O-])cc1NC(=O)Nc1onc(C)c1C	i	7	-7
COc1cc(CN(C)C)cc(C=O)c1O	i	25	-24
NC(N)=Nc1nc2ccccc2o1	i	12	2
O=C(/C=C/c1ccccc1)NC(=S)Nc1cccnc1	i	32	-34
CCC(C)C(NC(=O)OC(C)(C)C)C(=O)NCc1ccco1 (centres undefined)	i	-2	-14
Cc1nc(NC(=O)c2ccccc2)sc1-c1csc(NCc2ccccc2)n1	i	21	-17
Cc1ccc(C(=O)OCC(=O)Nc2ccc3[nH]c(=O)[nH]c3c2)cc1S(=O)(=O)N1CCOCC1	i	6	-3
Cc1ccc(S(=O)(=O)Cc2cc(-c3ccc(Cl)cc3)no2)cc1	i	2	-7
COC(=O)Cn1c(=NC(=O)c2nc3ccccc3s2)sc2cc(S(N)(=O)=O)ccc21	i	3	-1
O=C(NC1CCCCCCC1)c1cc([N+](=O)[O-])ccc1Cl	i	23	-10
O=C1c2cccnc2C(Nc2ccc(S(=O)(=O)N3CCCCC3)cc2)N1Cc1ccccc1 (centres undefined)	i	17	-7
O=C(O)c1ccc(COc2c(F)c(F)cc(F)c2F)cc1	i	18	1
CCNC(=O)CC1C(=O)N(c2ccccc2)C(=O)N1Cc1ccc(OC)cc1 (centres undefined)	i	5	1
CC(C)COc1ccc(CNC(=S)Nc2ccccc2)cc1Cl	i	-4	-5
C=CCNc1nc2c(c(=O)n(C)c(=O)n2C)n1Cc1ccc(F)cc1	i	29	-31
Cn1c(N)c(C(=O)CSc2nnc(-c3ccccc3F)n2N)c(=O)n(C)c1=O	i	7	-9
CCCn1c(NC(=O)C23CC4CC(CC(O)(C4)C2)C3)nc2ccccc21	i	11	-35
O=C(CNC(=S)N(CCCN1CCOCC1)Cc1cccs1)NCCN1CCOCC1	i	11	11
COc1cccc(-c2cc(C(F)(F)F)n3ncc(C(=O)NCC4CCCO4)c3n2)c1 (centres undefined)	i	24	-24
O=C(CCNC(=O)c1ccccc1Cl)N/N=C\c1ccc(O)cc1	i	17	-7
CCCNC(=O)C(Cc1ccccc1)NS(=O)(=O)c1cccc2nsnc12 (centres undefined)	i	126*	-9
O=C(CCNS(=O)(=O)c1ccc(Br)cc1)NCc1cccs1	i	2	-14
CCCN(CCC)C(=O)C1c2ccccc2Oc2ccccc21	i	4	-28
O=C(NCc1ccccc1)C(c1ccncc1)N(C(=O)c1csnn1)C1CC1 (centres undefined)	i	8	-10
Cc1ccc(C(=O)Cn2nnc3c(sc4nc5c(c(-c6ccccc6)c43)CCC5)c2=O)cc1	i	5	-28
O=C(Nc1ccccc1)c1c2c(nc3ccccc13)CCCC2	i	13	-25
COc1ccc2c([N+](=O)[O-])c(Cl)[nH]c2c1	i	17	1
CCOC(=O)[C@H]1[C@H]2COc3ccc(Cl)cc3[C@@H]2N2C(=O)CN(C)C(=O)[C@@]12C	nt	4	-20
O=C(CSc1nc2ccc(Cl)cc2[nH]1)N1CCN(C(=O)c2ccco2)CC1	i	31	0
O=C(COc1ccccc1F)NNC(=O)c1cc(Br)ccc1Cl	nt	12	1

An excerpt from further up:
SMILES	CHT allo act	OX1R antag-1	OX1R antag-2
O=C(Nc1ccc(N2CCOCC2)cc1)c1cccnc1	i	-1	-12
O=C(O)c1ccc(N/N=C/c2ccc3ncccc3c2)cc1	i	32	7
O=C(/C=C/c1ccccc1)NC(=S)NNC(=O)c1ccco1	i	23	4
O=C(C1=C(O)C(=O)N(CCCn2ccnc2)C1c1cccc(Br)c1)c1ccco1 (centres undefined)	i	24	-16
O=C(OC(C(=O)NCC1CCCO1)c1ccc(F)cc1)c1cccs1 (centres undefined)	i	5	13
Cc1ccc(CN2CCN(CC(=O)N/N=C/c3ccc(C)o3)CC2)cc1	i	3	-28
O=C1CC(N2CCN(c3ccccc3Cl)CC2)C(=O)N1c1cccc(F)c1 (centres undefined)	i	30	-19
CCOC(=O)CSc1ccc(C(=O)NCCCN2CCOCC2)cc1[N+](=O)[O-]	i	22	-12
C=CCn1cccc(C(=O)Nc2ccc(OCC)cc2)c1=O	i	10	-3
CCN(CC)CCN(C(=O)c1cccc(N2C(=O)CCC2=O)c1)c1nc2cc3c(cc2s1)OCO3	i	24	-4
Cc1ccc([N+](=O)[O-])cc1NC(=O)Nc1onc(C)c1C	i	7	-7
COc1cc(CN(C)C)cc(C=O)c1O	i	25	-24
NC(N)=Nc1nc2ccccc2o1	i	12	2
O=C(/C=C/c1ccccc1)NC(=S)Nc1cccnc1	i	32	-34
CCC(C)C(NC(=O)OC(C)(C)C)C(=O)NCc1ccco1 (centres undefined)	i	-2	-14
Cc1nc(NC(=O)c2ccccc2)sc1-c1csc(NCc2ccccc2)n1	i	21	-17
Cc1ccc(C(=O)OCC(=O)Nc2ccc3[nH]c(=O)[nH]c3c2)cc1S(=O)(=O)N1CCOCC1	i	6	-3
Cc1ccc(S(=O)(=O)Cc2cc(-c3ccc(Cl)cc3)no2)cc1	i	2	-7
COC(=O)Cn1c(=NC(=O)c2nc3ccccc3s2)sc2cc(S(N)(=O)=O)ccc21	i	3	-1
O=C(NC1CCCCCCC1)c1cc([N+](=O)[O-])ccc1Cl	i	23	-10
O=C1c2cccnc2C(Nc2ccc(S(=O)(=O)N3CCCCC3)cc2)N1Cc1ccccc1 (centres undefined)	i	17	-7
O=C(O)c1ccc(COc2c(F)c(F)cc(F)c2F)cc1	i	18	1
CCNC(=O)CC1C(=O)N(c2ccccc2)C(=O)N1Cc1ccc(OC)cc1 (centres undefined)	i	5	1

Going on with the list:
SMILES	CHT allo act	OX1R antag-1	OX1R antag-2
C=CCNC(=S)NCCO	i	5	-2
CCCC(=O)Nc1cccc(Oc2nc(C)cc(C)c2C#N)c1	i	17	-5
C/C(=N\N1CCN(Cc2ccccc2Cl)CC1)c1ccc(F)cc1	i	42	-12
CCOC(=O)Cc1c(Cl)c2ccccc2[nH]c1=O	i	13	-12
CC(OC(=O)C12CC3CC(CC(O)(C3)C1)C2)C(N)=O (centres undefined)	i	5	-20
COc1ccc([C@H]2CC(=O)C=C(c3cccc(Br)c3)C2)cc1	nt	-5	-20
COc1ccc(-c2cc(=O)[nH]c(=O)[nH]2)cc1	i	11	-9
O=C(CCCN1C(=O)c2cccc3cccc(c23)C1=O)Nc1ccon1	i	58	-18
O=C1CCNc2ccc(-c3ccccc3)cc21	i	12	-12
COP(=O)(CN(Cc1ccccc1)C(=S)Nc1c(C)cccc1C)OC	i	8	-15
COc1ccc(CNC(=O)CN2C(=O)CSc3ccc(S(=O)(=O)N4CCCCC4)cc32)cc1	i	20	-32
CC#CCN1C(=O)N[C@@H](c2ccccc2)C(C(=O)OC)=C1C	i	22	-14
COc1ccc(C2c3c(oc4ccccc4c3=O)C(=O)N2c2ccccn2)cc1 (centres undefined)	i	14	-12
CSc1nnc(-c2ccccc2)c(-c2ccccc2)n1	i	13	-18
COC(=O)c1ccc(CN2CCN(Cc3ccccc3)C(CCO)C2)cc1 (centres undefined)	i	17	-26
COC(=O)C1C(O)C(C)C(O)C(C)(O)/C=C\C=C(/C)C(=O)Nc2c(C)c(OC(C)=O)c3c(c2O)C(=O)C(C)=C2OCOC(=C23)/C(C)=C/C(C)(O)C(O)C(C)C1O (centres undefined)	i	30	-14
CCOc1ccc(N(C(=O)c2snc(C(N)=O)c2N)C(C(=O)NCC2CCCO2)c2c[nH]c3ccccc23)cc1 (centres undefined)	i	5	-19
CCCc1cc(C(=O)N2CCN(c3ccc(C(F)(F)F)cn3)CC2)sc1C	i	11	-26
COc1ccc([C@@H]2Sc3cc(OC)ccc3N(CCN(C(C)C)C(C)C)C(=O)[C@H]2OC(C)=O)cc1	i	1	-13
O=c1[nH]cccc1-c1nc2ccccc2n1Cc1cccc(F)c1	i	4	-17
CCN(C1CCCCC1)S(=O)(=O)c1ccc(S(=O)(=O)NCCc2ccncc2)cc1	i	16	-26
Cc1ccc(NC(=O)C2CCN(C(=O)NC3CCCCC3)CC2)cc1Cl	i	14	-27
O=C1CSC(c2ccc3c(c2)OCO3)N1c1ccc(Oc2ccccc2)cc1 (centres undefined)	i	19	-14
O=C(COC(=O)Cc1ccc(Cl)cc1)NC1CCCC1	nt	3	-22
CCN(CC)c1cccc(OCC(=O)N(C)CCC#N)c1	i	-1	-22
CN1CCN(S(=O)(=O)c2ccc(Nc3ccc(F)cc3)c([N+](=O)[O-])c2)CC1	i	24	-15
COc1ccc(/C=C(\NC(=O)c2ccco2)C(=O)NCc2ccco2)cc1	i	26	-20
C=CCN(c1ccccc1Cl)S(=O)(=O)c1cc(C(=O)N2CCCC2)ccc1Cl	i	22	-27
O=C(COC(=O)c1ccc(O)cc1)Nc1cc(C(F)(F)F)ccc1Cl	i	2	-7
COc1cccc(NC(=O)CN(C)C(=O)CSc2nc3ccccc3s2)c1	i	54*	9
O=C(CN1C(=O)c2cccc([N+](=O)[O-])c2C1=O)N1CCN(c2ccc(F)cc2)CC1	i	29	-28
O=C(Cn1nc(C(F)(F)F)cc1C1CC1)Nc1ccccc1F	i	19	-8
O=C(Nc1ccc(F)cc1F)NC1CC(=O)N(Cc2ccccc2)C1 (centres undefined)	i	10	-2
CCOC(=O)N1CCC(NC(=O)CSCc2nc(-c3ccc(OC)c(OC)c3)oc2C)CC1	i	6	-22
CCCCC(=O)N1CCN(c2ccc(OC)cc2[N+](=O)[O-])CC1	i	27	-1
Cn1cc(CN2CCc3ccccc3C2)c2ccccc21	i	13	-28
O=C(c1ccc(NC2=NC3CS(=O)(=O)CC3S2)cc1)N1CCN(C(=O)c2ccco2)CC1 (centres undefined)	i	-4	2
O=C(COC(=O)C1CC2C=CC1C2)NCc1ccc(F)cc1 (centres undefined)	i	20	1
CCOc1ccc(-n2c(C)c(C(C)=O)c3cc(OC(C)=O)ccc32)cc1	i	5	-6
O=C(COc1ccccc1)Nc1ccccc1Cl	i	12	-13
CC(C)c1ccccc1NC(=O)COC(=O)C1(C)CC1(Cl)Cl (centres undefined)	i	7	-21
COc1ccc(CNC(=O)CCN2C(=O)c3ccccc3S2(=O)=O)cc1	i	5	-10
Cc1ccc(S(=O)(=O)N2CCN(S(=O)(=O)N3CCC(C)CC3)CC2)cc1C	i	-1	-8
CC(C)C(=O)Nc1cccc(NC(=O)c2cccnc2)c1	i	24	-12
COc1ccc(Cl)cc1NS(=O)(=O)c1ccc(OC)c(OC)c1	i	4	-8
O=C1CC(NN2CCCCC2)C(=O)N1c1ccccc1 (centres undefined)	i	6	-14
Cc1nnc(NC(=O)CSc2nccn2Cc2ccccc2)s1	i	5	4
O=[N+]([O-])c1ccc(-c2ccc(S(=O)(=O)NCCN3CCCC3)cc2)cc1	i	59*	4
COCCNC(=O)CSc1ccccc1C(=O)NC1CCSc2ccccc21 (centres undefined)	i	10	-5
Cc1csc2ncc(C(=O)Nc3ccccc3F)c(=O)n12	i	12	-31
Cc1ccc(CNC(=O)CCc2nnc3ccc(NCCCN4CCCC4=O)nn23)cc1	i	16	-6
O=C(NCc1cccs1)c1cc2c(s1)CCCC2	i	32	-20
CS(=O)(=O)NCc1nnc(SCc2ccccc2C(F)(F)F)o1	i	7	-4
CC(=O)Nc1cccc(-n2nnc(SCC(=O)c3ccccc3)n2)c1	i	7	-13
O=C(NCCCOc1cccc(CN2CCCCC2)c1)c1ccc(Cl)c(Cl)c1	i	20	-34
CCc1ccc2oc(-c3cc(N)ccc3O)nc2c1	i	24	2
CCS(=O)(=O)Nc1ccc(Cc2ccncc2)cc1	i	27	-14
O/N=C(/c1ccccc1)c1cc2cc(Br)cc(Br)c2o1	i	2	-25
CCOC(=O)c1ccc(N2C(=O)CC(NNC(=O)c3ccc(Br)s3)C2=O)cc1 (centres undefined)	i	-5	-21
O=S1(=O)CC(O)C(Nc2ccccc2)C1 (centres undefined)	i	11	-12

Additional entries.
SMILES	CHT allo act	OX1R antag-1	OX1R antag-2
Cc1cccc(N(CC(=O)NC(C)(C)C)C(=O)CS(=O)CC(=O)Nc2ccc3c(c2)OCO3)c1 (centres undefined)	i	15	-17
COCCOC(=O)C1=C(C)NC(=O)NC1c1ccco1 (centres undefined)	i	3	-5
COc1ccc(CC(=O)Nc2ccc3c(c2)C(=O)N(CCC(=O)O)C3=O)cc1	i	17	5
COc1ccc(CCN2CC(C(=O)O)CC2=O)cc1OC (centres undefined)	i	32	-17
COc1ccc(NC(=O)Nc2nnc(-c3ccccc3SCc3ccccc3)s2)cc1	i	17	-21
Cc1ccccc1C(=O)NCC(=O)c1ccccc1	i	0	-15
CCCS(=O)(=O)NCCc1csc(-c2ccc(OC)c(OC)c2)n1	i	5	-22
